Screens (PubChem)
A-T KAP1 phos: candidate therapy for ataxia-telangiectasia; AID 485349; Potency, µM (doses to about 57.5 µM), for the others: at the top dose activation, usual class: activators; 320,000 tested, 0.19% active; […] A-T fibroblasts, KAP-1 phosphorylation AlphaLISA; neocarzinostatin DNA damage 30 min before lysis; also: potency is read from the fitted curve at half-maximal effect; % of control where 0% means no effect; nearly all actives have a fitted effect of over 45% in size
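ATM-like activity read as KAP-1 phosphorylation via AlphaLISA donor/acceptor antibody pairs after lysis and 6 hr at 25C. Cells were ATM-null patient fibroblasts ([…], hTERT), dosed 60 min, then exposed to the DSB inducer NCS for 30 min.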
Integrin act MD: integrin-mediated muscular dystrophy alleviation activation. alpha7betagal myoblasts, beta-gal FDG fluorescence, 48 h. Potency, µM (highest dose often 38.3 µM), inactives show at the top dose activation, hits mostly activators. 350,000 tested, 0.064% active;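 also: potency is read from the fitted curve at half-maximal effect; 100% = response of the positive control SU9516; nearly all actives have a fitted effect of over 60% in size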
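Alpha7betagal+/- myoblasts (passage 13) were plated 16-24 hr, then exposed to compounds (1:260 dilution of DMSO stock) for 48 hours at 37C. After MPER lysis, β-galactosidase reporter activity was read as FDG fluorescence (ex 480/em 540) after 30 minutes.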
ELG1 repair inh: inhibitors of ELG1-dependent DNA repair in HEK293T cells | HEK293T ELG1-luciferase reporter, luminescence, 16 h; DNA damage induced by 5-fluorouridine | Potency, µM (highest dose often 46.1 µM), for the others: top-dose activity change, negative = inhibition, most hits filed as inhibitors | 330,000 tested, 2.3% active; also: potency is read from the fitted curve at half-maximal effect; % is scaled to controls: 0 for no effect and ±100 for the full control effect; nearly all actives have a fitted effect of over 55% in size
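Cells (2,000 per well) received 5-fluorouridine plus test compound or DMSO and were incubated 16 hr at 37 °C, 5% CO2. Luciferase activity was read by luminescence 30 min after ONE-Glo addition; signal suppression marked inhibition of damage-induced ELG1 function.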
p53 reactivation: re-activators of mutant p53. H1299 p53-A138V BP100-luciferase reporter, luminescence, 24 h. 320,000 tested, 0.063% active. Potency, µM (titrated, usually from 92.2 µM), for inactives: at the highest dose activity change, positive = activation, hits mostly activators; also: potency is read from the fitted curve at half-maximal effect; % of control where 0% means no effect; nearly all actives have a fitted effect of over 45% in size
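p53-null H1299 cells stably carrying temperature-sensitive p53-A138V and a BP100-luciferase reporter were pinned with compounds (4-point, 1:5 series) and held 24 hrs at 37 deg C. Luminescence was read 10 min after detection reagent.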
CXXC DNA block: MLL CXXC-DNA interaction inhibition; Q03164; MLL-CXXC / FITC-HOXA9 DNA fluorescence polarization; Potency, µM (doses to about 115 µM), for inactives: at the highest dose activity change, negative = inhibition, most hits filed as inhibitors; 290,000 tested, 0.037% active; AID 2662; active = well fitted inhibition curve with a large enough effect in the polarisation, with a control signal flat, not every such curve was filed as active; inconclusive = small, poorly fitted or top-dose-only effect, or effect the other way, or a change in a side signal; inactive = no such curve, though single readings can be large or run the other way; the % refers to the polarisation; also: potency is read from the fitted curve at half-maximal effect
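Fluorescence polarization: 7 uM MLL-CXXC (stock) preincubated 5 min with compounds, then 50 nM fluorescein-HOX-A9 DNA (stock) added; 30 min ambient. Buffer 50 mM Tris-HCl pH 7.5, 50 mM NaCl, 1 mM DTT, 0.05% BSA.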
B2AR arrestin: beta2AR (human) beta-arrestin recruitment activity; AID 492947; P07550; 330,000 tested, 0.02% active; Potency, µM (top dose mostly 46.1 µM), for inactives: at the highest dose activation, hits mostly activators; beta-arrestin recruitment to beta2AR, cell-based reporter;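 also: potency is read from the fitted curve at half-maximal effect; 0% = DMSO controls and full agonism = EC100 isoproterenol or metaproterenol; nearly all actives have a fitted effect of over 65% in size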
Target sequence (P07550 whole entry, looked up): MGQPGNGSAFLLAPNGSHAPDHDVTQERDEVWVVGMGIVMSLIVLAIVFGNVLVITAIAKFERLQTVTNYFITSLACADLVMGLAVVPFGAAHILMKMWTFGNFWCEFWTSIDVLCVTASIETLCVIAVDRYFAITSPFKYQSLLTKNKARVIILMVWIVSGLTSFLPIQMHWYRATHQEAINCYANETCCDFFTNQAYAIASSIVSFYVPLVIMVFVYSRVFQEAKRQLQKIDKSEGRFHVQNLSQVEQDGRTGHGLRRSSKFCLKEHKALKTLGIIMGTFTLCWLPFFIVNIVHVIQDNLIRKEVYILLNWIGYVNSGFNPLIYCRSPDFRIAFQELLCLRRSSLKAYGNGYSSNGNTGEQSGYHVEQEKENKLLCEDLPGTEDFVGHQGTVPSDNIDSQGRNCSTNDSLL
TRPV1 agonist: human TRPV1 agonism; AID 540275; Q8NER1; activation, % at 8.33 µM; 320,000 tested, 0.19% active; TRPV1-expressing cells, Fluo-8 calcium influx, agonist mode; in the data active = activation above about 80%; inconclusive = between about 30% and that limit; also: 0% is about no effect
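TRPV1-expressing cells were cultured overnight at 35.5C and loaded with Fluo-8 calcium dye for 40 to 90 min at room temperature. After a 10 s baseline, compound was added and calcium influx was read kinetically for 3 min (ex 480/em 520 nm).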
TSG101-PTAP inh: blocks PTAP/TSG101 interaction to inhibit HIV-1 budding; Q99816; Fluorescence polarization, FITC-PTAP peptide / Tsg101 binding; Potency, µM (top dose mostly 115 µM), for inactives: top-dose activity change, negative = inhibition, most hits filed as inhibitors; 340,000 tested, under 10 active; AID 493005; active = well fitted inhibition curve with a large enough effect in the main read-out, with a control signal flat, not every such curve was filed as active; inconclusive = small, poorly fitted or top-dose-only effect, or effect the other way, or a change in a side signal; inactive = no such curve, though single readings can be large or run the other way; also: potency is read from the fitted curve at half-maximal effect; % of control where 0% means no effect
Target sequence (Q99816 whole entry, looked up): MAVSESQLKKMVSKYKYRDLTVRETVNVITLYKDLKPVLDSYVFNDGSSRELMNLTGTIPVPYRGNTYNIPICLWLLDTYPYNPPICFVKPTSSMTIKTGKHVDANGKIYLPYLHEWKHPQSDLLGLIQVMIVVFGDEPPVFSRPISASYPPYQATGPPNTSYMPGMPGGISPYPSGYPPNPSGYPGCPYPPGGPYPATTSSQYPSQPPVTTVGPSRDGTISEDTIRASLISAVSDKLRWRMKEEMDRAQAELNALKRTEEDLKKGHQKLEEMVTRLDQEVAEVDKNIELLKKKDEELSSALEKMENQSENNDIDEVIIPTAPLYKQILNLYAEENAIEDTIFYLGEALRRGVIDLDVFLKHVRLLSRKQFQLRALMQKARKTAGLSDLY
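Fluorescence anisotropy tracks displacement of a FITC-tagged PTAP peptide (50 nM) from the Tsg101 binding domain (10 uM), following a 20 min room-temperature incubation at pH 7.5.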
BRCA1 expr up: increases BRCA1 expression. MCF7-BRCA1-FFLuc reporter, luminescence, 48 h; response scale: scaled: vehicle 0%, 10 µM genistein 100%. Potency, µM (highest dose often 46.1 µM), for inactives: at the top dose activation, most hits filed as activators. 380,000 tested, 1.1% active. AID 624202; also: potency is read from the fitted curve at half-maximal effect; nearly all actives have a fitted effect of over 80% in size; some results filed as inactive show a strong effect at the top dose
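Quantitative HTS in MCF7 cells stably reporting BRCA1 expression via firefly luciferase. Compound treatment lasts 48 h at 37 °C in phenol-red free MEM. Activation is expressed relative to genistein at 10 microM and DMSO.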
TCR act: activators of T cell receptors | primary human leukocytes, anti-CD3, IL-2 HTRF, 48 h | Potency, µM (highest dose often 9.22 µM), for inactives: top-dose activation of IL-2 secretion, actives largely listed as activators | 330,000 tested, under 10 active | AID 504894; also: % of control where 0% means no effect
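Human primary leukocytes + a-CD3 beads + cpd, 48 hr; IL-2 in supernatant by HTRF (ex 320nm / em 665nm). No co-stimulatory signal supplied.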
* = called active by the depositor; ? = inconclusive; / = no result given; [ ] = dose if it differs, or a comment. Unless noted, calls follow the shape of the dose curve; as a rule, active = well fitted curve in the direction sought with a large enough effect; inconclusive = small, poorly fitted or top-dose-only effect, or another doubt; inactive = no such curve, though single readings can be large; an effect the other way counts as inactive or inconclusive. Rows were taken by chance; about 3.8% have a hit in one of these screens.

Structure | A-T KAP1 phos | Integrin act MD | ELG1 repair inh | p53 reactivation | CXXC DNA block | B2AR arrestin | TRPV1 agonist | TSG101-PTAP inh | BRCA1 expr up | TCR act
CCc1ccc(C(CC(=O)c2ccc(Cl)cc2)C(=O)O)cc1 (stereo not given) | 2% | 0% | -6% | -4% | -7% | -0.7% | / | -1% | -20% | 1%
C=C1C(=O)C=C2CN(C(=O)c3ccccc3)[C@@](Cc3ccc(F)cc3)(C(=O)OC)[C@@H]12 | 16% | -45%[inhibitor] | 2.9µM* | -29% | 5% | -2.0% | 15 | 2% | -81% | 2%
COc1ccc(/C=N/NC(=O)CN2CCCc3ccccc32)c(OC)c1 | 1% | 7% | 23% | 0% | 8% | 0.5% | -3 | -5% | -3% | -3%
CCOC(=O)c1cnc2c(OC)cccc2c1N1CCN(c2ccccn2)CC1 | 6% | -44% | ? | -5% | 0% | 0.0% | ? | -6% | -11% | /
OC(COc1ccc(OCC(O)CN2CCCCC2)cc1)CN1CCCCC1 (stereo not given) | ? | -17% | -21% | 3% | -10% | -0.9% | 0 | 0% | -29% | /
O=C(N/N=C/c1ccco1)c1ccccn1 | -16% | -4% | ? | 24% | -19% | 0.3% | 2 | -11% | ? | /
CCOC(=O)c1c(C)nc2sc3c(=O)n(-c4ccc(C(C)=O)cc4)cnc3c2c1-c1ccc(OC)cc1 | -9% | -5% | 3% | 5% | 6% | -0.2% | 12 | -5% | -5% | 0%
Cc1onc(-c2ccccc2)c1C(=O)NNC(=S)NC(=O)c1ccc(F)cc1 | 1% | 5% | 3% | ? | -18% | -1.0% | 13 | -1% | -61% | -2%[46.1 µM]
CCOC(=O)c1sc(N(Cc2ccccc2)C(=O)CCl)nc1C | 2% | -32% | ? | 9% | 69%[activator] | -1.0% | 3 | -1% | 37% | 8%
O=C(Nc1cccc(-c2ccc(F)cc2)c1)C1CCCN(C(=O)c2cscn2)C1 (stereo not given) | 4% | 5% | 1% | -3% | 1% | -0.4% | 1 | -4% | -26% | 7%
CCOc1ccc(NC(=O)CN2C(=O)NC(CCSC)C2=O)cc1 (stereo not given) | -15% | 10µM* | 13% | 1% | 5% | -0.9% | 0 | -4% | 13% | 2%
Cc1onc(-c2ccccc2)c1C(=O)N1CCN(c2ccc([N+](=O)[O-])cc2)CC1 | / | -9% | / | / | / | / | / | -1% | -41% | -1%
CCCC1CC(C)(C(=O)CSc2n[nH]c(-c3ccccc3)n2)OC1=O (stereo not given) | -3% | -3% | -11% | -2% | 4% | 0.1% | 30 | -14% | -1% | 3%
COC(=O)/C=C/c1ccc(-n2cncn2)cc1 | 1% | -15% | ? | 2% | 6% | -0.3% | 1 | -1% | 16% | 13%
Nc1nc(SCCOc2ccccc2)n[nH]1 | 10% | 17% | 15% | 9% | 1% | -0.4% | 8 | -6% | 10% | 0%
CN(C(=O)COC(=O)COc1ccc(Cl)cc1Cl)c1c(N)n(Cc2ccccc2)c(=O)[nH]c1=O | 7% | -4% | 20% | 5% | / | -0.4% | 0 | -3% | -2% | 5%
Cc1ccc(CSCCNC(=O)CN(c2cc(C)ccc2C)S(C)(=O)=O)cc1 | -6% | 1% | -7% | -2% | 5% | -0.4% | -2 | -12% | -35% | 0%
CC(C)NCC(O)COC1C2CC3CC(C2)CC1C3 (stereo not given) | 0% | -17% | -4% | -2% | -2% | -0.4% | 1 | -5% | 0% | /
O=C(Nc1cccc(O)c1)c1ccc(Br)cc1 | -2% | 17% | ? | ? | 2% | 0.4% | / | -6% | -15% | 4%
O=C(N/N=C/c1ccc(Br)o1)c1cc([N+](=O)[O-])cc([N+](=O)[O-])c1 | 1%[11.5 µM] | 14% | 0% | -5% | 1% | 0.2% | -1 | -4% | 1% | 1%
COc1ccccc1NC(=O)c1ccc(S(=O)(=O)NCc2ccco2)cc1 | 2% | 14% | -6% | 0% | -1% | 0.2% | 1 | -4% | -3% | 4%
O=C(N/N=C/c1cccc(F)c1)c1c(O)c2ccccc2[nH]c1=O | 2% | 7% | ? | ? | 2% | -0.8% | -1 | 0% | -25% | 13%[46.1 µM]
Cc1ccc(C(=O)OCC(=O)Nc2ccccc2C(F)(F)F)cc1S(=O)(=O)N1CCOCC1 | 3% | 20% | -1% | -2% | 10% | -0.5% | 4 | 0% | 30% | 11%
C=CCSc1nnc(-c2ccncc2)n1-c1ccc(OCC)cc1 | -5% | 5% | 8% | -1% | 3% | -2.0% | 9 | -4% | 2% | /
COc1cccc(N2CCN(c3ccc4nnc(CCC(=O)N5CCN(C)CC5)n4n3)CC2)c1 | 8% | -13% | 10% | -1% | 12% | 0.5% | -1 | -2% | 18% | 2%
CCN(C[C@H]1N[C@@](Cc2ccccc2)(C(=O)OC)[C@H]2C(=O)N(C)C(=O)[C@@H]12)C(=O)Nc1ccccc1 | 0% | 10% | 7% | 1% | / | -0.8% | / | -7% | -14% | 6%
O=C1C2C3c4ccccc4C(c4ccccc43)[C@@H]2C(=O)N1c1ccccn1 (stereo not given in full) | 2% | 4% | -28% | -4% | 2% | -0.1% | / | -3% | 1% | 3%
Cn1nnnc1SCc1nnc(-c2ccc(Cl)cc2)o1 | 9% | -2% | ? | ? | 19% | -0.2% | -2 | -4% | 74% | 2%
Cc1cccc(NC(=O)c2ccccc2NC(=O)C(C)(C)C)n1 | 0% | 20% | -17% | 0% | 6% | 0.2% | ? | -2% | 4% | -7%
O=C(NNC(=O)c1cccc(Br)c1)C(=O)N1CCCCC1 | -18% | 1% | -2% | 11% | 6% | -0.3% | -6 | -3% | 1% | -1%[46.1 µM]
Cc1ccc(CNCC(=O)Nc2cccc(S(=O)(=O)NC3=NCCCCC3)c2)cc1 | 2% | -2% | -8% | 1% | -4% | 0.1% | 4 | 0% | -16% | 1%
O=C1/C(=C/c2ccccc2)NC(=S)N1C(c1ccccc1)c1ccccc1 | -2% | 0% | -6% | 7% | 10% | -0.2% | 3 | -6% | -11% | 7%
COc1cc(CN(CCc2c(C)[nH]c3ccc(C)cc23)C(=S)NC(C)(C)C)cc(OC)c1OC | 11% | -15% | -12% | -6% | 4% | 0.0% | 10 | -7% | 0% | -1%
CNC(=S)N/N=C/C1=CCC2CC1C2(C)C (stereo not given) | -8% | 30% | 4% | 3% | 11% | ? | 22 | -1% | -33% | -3%[46.1 µM]
Cc1cccc(N2CCN(C(=O)c3cc(COc4ccc(F)c(F)c4)on3)CC2)n1 | 9% | -6% | ? | ? | 1% | -0.8% | ? | -2% | 82% | 2%
O=C(Oc1cc2oc(=O)cc(-c3ccccc3)c2cc1Cl)C1CCCCC1 | -3% | 8% | 16µM* | -2% | 81%[activator] | 0.1% | 23 | 2% | 15% | -4%
COC(=O)[C@H](Cc1ccccc1)NC(=O)Cn1cnc(C(=O)Nc2ccc(C)c(C)c2)n1 | -16% | -26% | 8% | -1% | / | 2.7% | / | -1% | 6% | 2%[46.1 µM]
COc1ccc(-c2cn[nH]c2-c2ccc(OCC(=O)NN)cc2O)cc1 | 5% | ? | ? | -7% | 12% | -0.4% | -1 | -1% | 29% | -1%
COc1ccc(OCc2nnc(SCC(=O)Nc3ccccc3Cl)o2)cc1 | 0% | 23% | 19% | -1% | 3% | 0.5% | 4 | -3% | -6% | -2%
Cc1ccc2[nH]c(=O)c(CN(C)S(=O)(=O)c3cccc4nonc34)cc2c1 | 8% | -11% | -5% | -3% | 12% | -0.9% | 3 | -4% | -6% | 1%
OC(COc1ccc2ccccc2c1Br)Cn1cnc(-c2ccccc2)c1 (stereo not given) | -1% | 4% | -3% | -8% | 22% | -0.3% | 14 | -3% | -25% | 4%
CN(C(=O)c1ccno1)c1nnc(-c2cccnc2)s1 | 0% | -8% | 7% | -2% | -2% | 0.1% | 1 | -4% | -5% | 1%
C/C=C/Cn1c(SCCCc2ccccc2)nc2c1c(=O)[nH]c(=O)n2C | 3% | 16% | -13% | -15% | -3% | -0.1% | 0 | -1% | -24% | -1%[46.1 µM]
CCNC(=S)N1CCN(S(=O)(=O)c2ccc(C)cc2)CC1 | -1% | 19% | -14% | -4% | 11% | -0.1% | 3 | -3% | -1% | 17%
Cn1c(=O)c2[nH]c(-c3ccccc3Cl)c(O)c2n(C)c1=O | / | -18% | -21% | 13% | -10% | -1.4% | -1 | -4% | 2% | 3%[46.1 µM]
Cc1cc(C)nc(N2CCN(C(=O)c3ccc(S(=O)(=O)N4CCCCCC4)cc3)CC2)n1 | 2% | -8% | ? | 3% | 1% | -0.1% | 2 | -1% | 0% | 0%
O=C(Cn1c(NCCCO)nc2ccccc21)c1ccc(Cl)cc1Cl | 11% | 23% | ? | / | -5% | -0.2% | 7 | -2% | -61% | -2%
Cc1nc2sccn2c(=O)c1S(=O)(=O)N1CCN(c2ccccc2)CC1 | -3% | 6% | -1% | / | / | 0.0% | 0 | -7% | 2% | -8%
